Screening results deposited in PubChem by several laboratories.
Scp1 inh: blocks human Scp-1 phosphatase activity | Q9GZU7 | Recombinant Scp1, phosphopeptide, malachite green phosphate absorbance | inhibition, % at 20 µM | actives 0.88% (n = 340,000);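 active = inhibition above about 50% at 20 µM, limit read from the data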;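 note: plate controls were DMSO wells with enzyme for no effect and wells lacking enzyme for full effect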
Target sequence (Q9GZU7 76-261 limits assumed): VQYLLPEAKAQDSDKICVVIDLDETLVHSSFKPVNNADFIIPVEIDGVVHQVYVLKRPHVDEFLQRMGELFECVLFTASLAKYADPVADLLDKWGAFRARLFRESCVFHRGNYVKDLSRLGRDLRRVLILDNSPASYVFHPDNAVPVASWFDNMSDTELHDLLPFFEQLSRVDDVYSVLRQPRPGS
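Material: truncated SCP-1 phosphatase (76-261aa) / Buffer or medium: 50 mM Tris acetate pH 5.5, 0.005% Tween-20, 10 mM MgCl2 / Compound dosing: one concentration, 20 µM, with 1.0% DMSO / Incubation: 45 min room-temperature reaction, 5 min colour, 30 min stabiliser / Detection: colorimetric free-phosphate detection, absorbance 630 nm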
DNMT1 inh: blocks human DNA methyltransferase DNMT1; DNMT1 molecular beacon, Hinp1I cleavage, fluorescence; actives 0.83% (n = 360,000); AID 588458; inhibition (reported as % activation of signal), % at 10 µM; in the data active = inhibition above about 50%
STEP inh: STEP (human) phosphatase inhibition | recombinant STEP, OMFP fluorogenic substrate, fluorescence | inhibition, % at 20 µM | AID 588621 | actives 0.25% (n = 360,000) | P54829;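 active = inhibition at 20 µM, scaled per plate between control wells, above about 37%, limit read from the data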;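 note: 0% = DMSO with enzyme and substrate and 100% = substrate only without enzyme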
Target sequence (P54829 whole entry, looked up): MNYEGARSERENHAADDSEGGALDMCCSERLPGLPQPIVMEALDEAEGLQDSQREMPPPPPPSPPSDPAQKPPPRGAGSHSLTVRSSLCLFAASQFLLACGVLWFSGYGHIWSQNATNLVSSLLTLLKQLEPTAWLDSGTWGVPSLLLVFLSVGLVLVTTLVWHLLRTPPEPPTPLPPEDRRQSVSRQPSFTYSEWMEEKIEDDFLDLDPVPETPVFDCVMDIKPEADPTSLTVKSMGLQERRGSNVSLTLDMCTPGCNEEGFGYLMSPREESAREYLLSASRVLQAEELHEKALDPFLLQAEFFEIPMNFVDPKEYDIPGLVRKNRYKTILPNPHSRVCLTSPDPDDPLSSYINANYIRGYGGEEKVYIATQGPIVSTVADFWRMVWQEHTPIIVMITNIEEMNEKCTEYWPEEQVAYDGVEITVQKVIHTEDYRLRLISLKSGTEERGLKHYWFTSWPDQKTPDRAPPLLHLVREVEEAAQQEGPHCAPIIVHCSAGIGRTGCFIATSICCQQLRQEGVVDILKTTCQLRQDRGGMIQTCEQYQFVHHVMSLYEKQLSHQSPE
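material = STEP tyrosine phosphatase | reagent = fluorogenic phosphatase substrate OMFP at 25 µM final | doses = single compound dose of 20 µM, 1% DMSO final | schedule = 20 min reaction, room temperature, in the dark | measured by = fluorescence, 480/540 nm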
CSN deneddyl inh: inhibitors of human CSN-mediated cullin deneddylation | actives 0.38% (n = 360,000) | Purified CSN, SCF-Nedd8-OG deneddylation, fluorescence polarization | AID 651999 | Q92905 | inhibition, % at 12.5 µM;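 active = pattern-corrected inhibition above about 35%, with an unprinted fluorescence ratio check between 0.5 and 1.5, limit read from the data, passing the limit was not always enough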;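 note: 0% = enzyme with substrate and 100% = substrate without enzyme; some results filed as inactive read as strong as hits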
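Test system: Human Csn5 produced in HEK293T cells | Compound: 12.5 µM single point | Times: 90 min, room temperature | Signal: Fluorescence polarization readout | Read-out basis: % inhibition of substrate cleavage by Csn5 | Controls: no-enzyme wells high, enzyme-with-substrate wells low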
MLLE-PAM2 inh: inhibitors of microRNA-mediated deadenylation, human PABP1 MLLE binding | GST-MLLE / FITC-PAM2 fluorescence polarization | inhibition, % at 20 µM | actives 0.36% (n = 360,000); in the data active = inhibition above about 35%, passing the limit was not always enough;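 note: plate controls were DMSO wells with GST-MLLE for no effect and wells lacking GST-MLLE protein for full effect; some results filed as inactive read as strong as hits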
Rpn11 block: blocks the human proteasome subunit Rpn11; actives 0.59% (n = 360,000); O00487; human 26S proteasome, Ub4-pepOG fluorescence polarization; 20S core pre-blocked with epoxomicin; calls only at 20 µM;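 active = inhibition at 20 µM, scaled to each plate's controls, above about 33%, limit read from the data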
NadD block: inhibitors of Staphylococcus aureus NadD. purified NadD enzyme, colorimetric absorbance read-out. inhibition, % at 20 µM. actives 0.78% (n = 360,000); in the data active = inhibition above about 26%; note: some compounds past the cut are filed as inactive
Tb MetRS inh: Trypanosoma brucei MetRS inhibition. purified T. brucei MetRS, ATP depletion, Kinase-Glo luminescence. inhibition, % at 11.9 µM. actives 0.4% (n = 360,000);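 active = inhibition above a per-plate cutoff of the control wells' mean inhibition plus 3 SD, cut at about 5.5% in these data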;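 note: 0% = DMSO wells median and 100% = median of wells with control inhibitor compound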
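Test system – parasite MetRS enzyme · Reagent – substrates ATP, L-methionine and bulk Escherichia coli tRNA · Doses – 11.9 µM compound single dose, 0.9% DMSO · Times – 15 min enzyme-compound preincubation, 2 h reaction, 10 min detection, 25 °C · Signal – Kinase-Glo luminescence, ATP depletion format · Controls – DMSO-only wells as low control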
SUMO1-SIM PPI: alters human SUMO1 binding to SIM partners. P63165. SUMO1 binding to a labelled peptide, TR-FRET, 1 h. inhibition, % at 20 µM. actives 0.33% (n = 360,000); in the data active = inhibition above about 37%
Target sequence (P63165 whole entry, looked up): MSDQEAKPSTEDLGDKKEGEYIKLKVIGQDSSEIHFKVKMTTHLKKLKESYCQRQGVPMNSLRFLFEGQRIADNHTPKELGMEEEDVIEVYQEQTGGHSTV
LMPTP block: blocks human LMPTP phosphatase. P24666. recombinant LMPTP-A, OMFP fluorogenic substrate, fluorescence intensity. inhibition, % at 20 µM. actives 0.22% (n = 360,000). AID 651560;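 active = compounds that cut the enzyme signal by at least half of the control window in the single-dose screen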;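 note: plate controls were DMSO wells with enzyme plus substrate for no effect and substrate without enzyme for full effect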
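Test system – LMPTP-A enzyme · Amount – LMPTP-A at 0.625 nM final in the reaction · Buffer or medium – Bis-Tris pH 6.0, DTT, detergent · Reagent – OMFP 400 µM · Doses – single 20 µM dose · Schedule – reaction 50 min, room temperature, dark · Detection – fluorescence intensity of OMFP turnover product · Evaluation – percent inhibition versus substrate-only and uninhibited controls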
Numbers without * were called inactive; i = inactive; x = not tested or not shown.

Order of values: Scp1 inh, DNMT1 inh, STEP inh, CSN deneddyl inh, MLLE-PAM2 inh, Rpn11 block, NadD block, Tb MetRS inh, SUMO1-SIM PPI, LMPTP block
- CNC(=O)CSc1nc2sccc2c(=O)n1-c1ccccc1
→ 0.1, -8.4, 1.0, 2.1, -10.0, i, -2.1, -0.6, 3.2, 1.2
- CCC(=O)CCC(=O)c1ccc2ccccc2c1
→ -4.4, 2.9, -5.2, -7.8, 19.7, i, -6.1, -0.2, -17.7, 0.4
- Cc1ccccc1CN(CC(=O)Nc1cccc([N+](=O)[O-])c1)S(=O)(=O)c1ccc(Cl)cc1
→ -9.6, -9.6, -1.4, -10.2, -15.4, i, -5.1, -0.4, -1.0, 2.1
- COc1cccc(C2/C(=C(/O)c3cnn(-c4ccccc4)c3C)C(=O)C(=O)N2CCN(C)C)c1OC (stereo not drawn)
→ -14.5, -4.3, 1.5, 3.0, 5.8, i, 4.5, -1.4, 0.4, -3.3
- CCOC(=O)C1(CC2CC2)CCN(Cc2cn[nH]c2-c2ccccc2)CC1
→ -7.0, 2.9, 0.6, 11.7, -3.7, i, -2.9, -0.2, 8.3, -1.9
- COc1ccc([N+](=O)[O-])cc1N(CC(=O)Nc1ccccc1C(=O)NC(C)C)S(C)(=O)=O
→ -6.7, -0.2, 2.6, -3.5, 6.2, i, -8.4, -0.9, -3.0, -1.4
- COc1ccccc1CCNC(=O)c1nc(-c2cccs2)no1
→ -9.6, 1.3, 0.0, 1.2, -2.9, i, -2.1, -0.5, 1.0, 0.8
- CC1(C)CC(N2CCN(CCO)CC2)=CC(=S)N1
→ -11.0, -5.6, 1.4, 0.1, 20.2, i, -5.6, 6.2*, -7.5, -4.5
- Cc1nc(N2CCN(Cc3nc4ccccc4[nH]3)CC2)c2oc3ccccc3c2n1
→ -3.1, 0.3, 3.8, 0.0, -21.7, i, -2.9, 2.4, 0.9, 5.2
- Cc1ccc(S(=O)(=O)/N=C/c2c(O)ccc3ccccc23)cc1
→ 6.0, -1.4, -0.1, -3.3, 21.4, i, -3.1, -1.0, -7.6, -3.4
- CCc1nc(SCC(=O)Nc2ccc(N(C)C)cc2)n[nH]1
→ -0.4, -2.5, -1.5, 3.1, -7.2, i, -1.5, 0.2, 6.5, -1.9
- CC1=C[C@H]2Cc3cc(C)cc(C)c3S(=O)(=O)[C@@H]2C=C1
→ -7.3, 0.6, -1.9, 2.1, 5.2, i, 3.0, 0.7, -5.0, -1.2
- CCCNC(=O)c1ccccc1NC(=O)Nc1ccccc1C
→ -4.3, 0.9, -1.5, -1.4, -7.3, i, -4.1, -1.4, -1.6, -1.2
- CCc1ccc[n+](-c2[nH]c(=O)sc2/C=N/NC([S-])=Nc2ccccc2)c1
→ -1.8, 14.7, -0.6, -74.8, 168.5, i, 10.5, 0.0, -19.0, -0.6
- Cc1ccccc1NC(=S)NCCSc1ccc(Cl)cc1
→ -7.4, -0.8, -0.9, 1.3, -29.2, i, -9.4, -0.8, 0.3, 2.9
- CCOc1ccc(OCCn2nnc3ccccc3c2=O)cc1
→ -4.4, 2.5, 0.5, 12.4, 5.9, i, -4.6, 0.1, -4.8, 0.1
- CC(=O)c1ccc(OCc2nnn(CC(=O)NS(=O)(=O)c3ccc(C)cc3)c2-c2ccccc2)cc1
→ x, 3.6, -0.9, 5.3, 16.9, i, 2.9, -0.1, 8.4, -1.5
- O=Cc1cnc(N2CCOCC2)nc1
→ 0.2, 3.7, -1.8, -7.8, 3.6, i, -10.9, -0.8, -1.6, 0.0
- COC(=O)CCNC(=O)c1nn(Cc2ccccc2)c(=O)c2ccccc12
→ -10.3, -3.2, 1.8, 5.7, -11.3, i, 3.5, -0.2, 3.6, -2.0
- O=C(COC(=O)COc1ccc2c(c1)CCC2)Nc1ccccc1
→ -4.8, -1.1, 0.2, 1.2, -12.9, i, -5.8, -0.2, -2.3, 1.6
- CCC(CC)c1nnc(NC(=O)CCCN2C(=O)c3ccccc3C2=O)s1
→ -7.7, -1.9, -2.3, -1.1, -24.4, i, 9.5, -0.7, -4.6, -1.6
- O=C(CSc1nnc2ccccn12)Nc1cccc(-c2nc3ccccc3s2)c1
→ -7.3, 60.9*, 1.6, 9.7, 14.4, i, 1.4, 0.1, -2.0, 2.9
- O=C1Nc2ccccc2C1(O)Cc1ccccn1 (stereo not drawn)
→ -5.2, 28.1, 0.9, 2.1, 10.6, i, -6.6, 0.7, -4.6, 0.3
- NC(N)=N/N=C(\N=Nc1ccccc1)c1cccc2cccnc12
→ -4.7, 4.9, -0.5, -2.7, -12.6, i, -1.9, 0.0, -20.6, 1.2
- CCn1cc([N+](=O)[O-])c(C(=O)N2N=C(c3cccc4ccccc34)CC2c2ccccc2O)n1 (stereo not drawn)
→ -4.9, -13.2, -3.1, 1.4, 13.2, i, 14.9, -0.7, -8.1, 1.0
- CCOc1ccccc1N1CCN(C(=O)c2ccc(NS(=O)(=O)c3ccc4[nH]c(=O)[nH]c4c3)cc2)CC1
→ 1.3, -9.6, -1.7, 2.6, -10.2, i, 8.2, -0.5, 7.0, 0.2
- CCCc1ccc(OCc2ccc(C(=O)OC)o2)c(OC)c1
→ -10.7, -4.8, 4.9, -5.6, -2.1, i, -9.6, 0.4, -1.5, 1.2
- COc1ccc2[nH]c(=O)c(CN(C(=O)c3ccco3)C3CCCCC3)cc2c1
→ -5.9, -0.4, 1.8, 6.0, 10.6, i, -1.1, 4.7, 3.2, -1.5
- Cc1ccc(N(Cc2ccccc2)C(=O)c2ccc(F)cc2)cc1
→ -10.5, -0.8, 0.3, 0.7, -29.1, i, -4.0, -0.4, 3.3, 1.8
- CCn1c(CN2CCN(c3ccc(Cl)cc3)CC2)nc2ccccc21
→ -11.2, -13.5, 0.9, 0.9, 6.5, i, 1.5, 0.3, -1.4, 3.3
- O=C(O)CNC(=S)NCc1ccccc1
→ -5.2, 0.9, -1.6, -13.4, -36.0, i, 1.9, 2.3, -1.4, -0.6
- C=CCc1cc(/C=C/c2nc(O)c([N+](=O)[O-])c(=O)[nH]2)cc(OC)c1O
→ 63.7*, 31.3, 3.3, 13.8, -12.0, i, 6.1, 0.4, 14.6, -5.3
- CCCCCCCCn1c2c(c(=N)c3c1CCC3)CCCC2
→ 6.5, 0.7, 1.0, -3.8, -2.7, i, 5.7, 3.7, -1.6, 1.7
- CC1=C(C(=O)Nc2ccc(C)cc2)C(c2cccs2)NC(=S)N1 (stereo not drawn)
→ -6.8, 1.9, 0.0, -9.4, -145.4, i, -3.1, -0.2, 0.7, -2.2
- COc1ccc(CCN(Cc2ccccn2)C(=S)Nc2ccc(C)cc2)cc1OC
→ -3.9, 1.1, 6.5, 3.3, 19.5, i, -5.8, -0.5, 4.8, 1.2
- C(=N\Nc1nccc(-c2cccnc2)n1)/c1ccccc1
→ -7.0, -3.0, -3.2, 8.7, 19.5, i, -1.9, -0.9, -13.1, 0.9
- CC(C)NC(=O)c1ccc(Cl)cc1Cl
→ -6.9, -1.3, 0.6, -11.0, 3.4, i, -1.2, 0.4, -2.5, -1.0
- Cc1ccc(C(=O)N/C(=C\c2cccs2)C(=O)NCc2cccnc2)cc1
→ 8.7, -2.3, -0.1, 0.6, -8.7, i, -4.4, 0.5, -10.1, -1.3
- FC(F)(F)c1cc(-c2cccs2)nc2cc(-c3ccccc3)nn12
→ -13.8, 0.1, -2.3, -2.9, 7.0, i, -1.8, 0.4, 3.6, -0.1
- Cc1nnc(NC(=O)CSc2nnc(CC(=O)Nc3ccccc3Cl)n2C)s1
→ -3.1, 4.2, -2.0, 3.2, 2.8, i, -2.9, -0.9, -2.4, -1.7
- CCOc1ccc(-c2ccc(NS(=O)(=O)c3cc([N+](=O)[O-])c(C)c([N+](=O)[O-])c3)cc2)nn1
→ 1.1, 1.7, 0.2, -2.8, -4.7, i, 12.1, -0.2, -17.3, 1.0
- Cc1sc2nc(CSCC(=O)Nc3ccc(C(F)(F)F)cc3)[nH]c(=O)c2c1C
→ -4.9, 13.5, -3.4, 7.2, -12.9, i, 5.9, -0.4, 0.8, 1.2
- Cc1c(C(=O)NCc2ccc3c(c2)OCO3)sc(=O)n1Cc1ccc(-c2ccccc2)cc1
→ x, -9.1, -3.0, -5.8, -8.9, i, -4.2, 0.7, -0.1, 2.8
- COc1cc(Nc2nc3c(N)cc(C(F)(F)F)cc3nc2-c2ccccc2)cc(OC)c1OC
→ -4.7, -29.9, -3.1, -1.9, 3.7, i, 7.0, -0.3, -7.1, 5.9

3 compounds out of the list, ordered by count of non-hydrogen atoms, falling.
Order of values: Scp1 inh, DNMT1 inh, STEP inh, CSN deneddyl inh, MLLE-PAM2 inh, Rpn11 block, NadD block, Tb MetRS inh, SUMO1-SIM PPI, LMPTP block
- COc1cc(Nc2nc3c(N)cc(C(F)(F)F)cc3nc2-c2ccccc2)cc(OC)c1OC
→ -4.7, -29.9, -3.1, -1.9, 3.7, i, 7.0, -0.3, -7.1, 5.9
- CC1=C(C(=O)Nc2ccc(C)cc2)C(c2cccs2)NC(=S)N1 (stereo not drawn)
→ -6.8, 1.9, 0.0, -9.4, -145.4, i, -3.1, -0.2, 0.7, -2.2
- CC(C)NC(=O)c1ccc(Cl)cc1Cl
→ -6.9, -1.3, 0.6, -11.0, 3.4, i, -1.2, 0.4, -2.5, -1.0
